HIF-2a inh: blocks HIF-2a reporter activity | 786-0 RCC cells HIF-2a reporter, luciferase luminescence, overnight | inhibition, % at 18.8 µM | hit rate 0.72% among 360,000;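 active = inhibition of the luminescence signal of 40% or more relative to plate controls, in a single-dose primary screen at 18.75 µM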
NR2E3 ag-1: agonists of human nuclear receptor NR2E3 | GST-NR2E3/biotin-RetCOR TR-FRET, 1536-well | inhibition of corepressor binding, % at 4.78 µM | AID 2300 | hit rate 0.12% among 320,000;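 active = percent inhibition above the cutoff of mean plus 3 SD of all tested compounds, set per screening campaign, cut at about 20% in these data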;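 note: 0% = DMSO wells and 100% = biotin wells as full block of FRET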
Target sequence (Q9Y5X4 whole entry, looked up): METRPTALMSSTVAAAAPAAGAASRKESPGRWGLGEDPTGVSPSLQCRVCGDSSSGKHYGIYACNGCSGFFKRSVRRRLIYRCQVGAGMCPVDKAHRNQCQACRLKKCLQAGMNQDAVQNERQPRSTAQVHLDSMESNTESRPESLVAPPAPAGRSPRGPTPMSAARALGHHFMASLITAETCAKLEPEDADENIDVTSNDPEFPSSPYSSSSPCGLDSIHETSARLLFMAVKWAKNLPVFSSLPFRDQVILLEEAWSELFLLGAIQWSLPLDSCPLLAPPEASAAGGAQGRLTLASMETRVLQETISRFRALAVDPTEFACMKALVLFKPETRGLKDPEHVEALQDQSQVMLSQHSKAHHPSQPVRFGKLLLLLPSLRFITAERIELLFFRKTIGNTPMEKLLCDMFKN
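System: GST-tagged NR2E3 plus biotinylated RetCOR corepressor; Amount: 1.35 nM GST-tagged NR2E3 final; Dosing: single nominal compound dose of 4.8 µM; Schedule: 5 h incubation at 4 °C; Technique: TR-FRET with europium anti-GST and streptavidin-D2, 340 nm excitation; Controls: biotin wells as high control, 0.6% DMSO wells as low control.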
Peg3 promoter: Peg3 promoter activity inhibition; HeLa PEG-Prom luciferase reporter, luminescence, overnight; inhibition, % at 20 µM; hit rate 1.7% among 360,000; AID 588405;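 active = inhibition of at least 50% at 20 µM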
NR2E3 ag-2: human photoreceptor-specific nuclear receptor agonism; inhibition of corepressor binding, % at 3.98 µM; AID 602229; hit rate 0.35% among 360,000; Q9Y5X4; CHO-S Gal4-NCOR/VP16-NR2E3 two-hybrid, luciferase;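 active = inhibition above the mean of all tested compounds plus 3 SD, cut at about 70% in these data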;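 note: 0% = DMSO with NR2E3 transfected cells and 100% = cells lacking NR2E3 construct; higher means lower luciferase signal from less NR2E3 corepressor binding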
HTR2A ag: agonists of mouse serotonin 5-HT2A receptor (HTR2A) | P35363 | CHO-K1 mHTR2A beta-arrestin complementation, luminescence; percent of 30 µM serotonin response | activation, % at 7.6 µM | hit rate 0.66% among 360,000 | AID 624169;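 active = activation above a run cutoff, the mean activation of all tested compounds plus 3 SD, cut at about 14% in these data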;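 note: 0% = plate median of compound wells and 100% = 30 µM serotonin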
Target sequence (P35363 whole entry, looked up): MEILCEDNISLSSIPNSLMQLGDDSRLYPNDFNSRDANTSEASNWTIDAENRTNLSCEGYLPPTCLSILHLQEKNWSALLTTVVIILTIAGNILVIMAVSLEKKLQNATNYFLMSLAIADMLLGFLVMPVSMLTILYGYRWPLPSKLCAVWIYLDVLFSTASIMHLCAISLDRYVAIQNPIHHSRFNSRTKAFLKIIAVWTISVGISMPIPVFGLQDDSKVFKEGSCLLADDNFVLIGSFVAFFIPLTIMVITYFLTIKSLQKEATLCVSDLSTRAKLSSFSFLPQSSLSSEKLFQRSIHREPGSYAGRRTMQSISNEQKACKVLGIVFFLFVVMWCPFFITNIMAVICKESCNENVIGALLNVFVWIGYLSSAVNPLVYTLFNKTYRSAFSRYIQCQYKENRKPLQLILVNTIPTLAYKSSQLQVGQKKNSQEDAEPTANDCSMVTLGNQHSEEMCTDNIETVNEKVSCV
H9c2 protect: myocardial damage modulation in H9c2 cells. protection from H2O2 cell death, % at 20 µM. H9c2 cardiomyocytes, H2O2 injury protection, ATPLite, 2 h. hit rate 0.63% among 360,000;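 active = compounds giving at least 50% protection of heart cells from peroxide-induced death in the single-dose screen, raw or plate-pattern-corrected value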;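 note: 0% = DMSO wells with peroxide and 100% = DMSO wells without peroxide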
Shn3 inh set2: reduces Shn3 3'UTR luciferase signal in osteoblasts. Clone20 osteoblast Shn3 3'UTR firefly luciferase, 24 h. inhibition, % at 12.5 µM. hit rate 0.52% among 360,000. AID 588674;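 active = mean inhibition of at least 75% with every replicate also reaching 75%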;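 note: 0% = median of neutral control wells and 100% = pilot-screen positive control compound; some compounds past the cut are filed as inactive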
TRPM1 prom inh: MITF TRPM1 promoter inhibition in SK-MEL-5 cells; SK-MEL-5 TRPM1 promoter luciferase, 24 h; inhibition, % at 12.5 µM; hit rate 0.83% among 330,000;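 active = mean inhibition across replicates of 60% or more, whatever share of single replicates reaches that level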; note: values of inactives mirror those of a sister screen read the other way
iPSC survival up: increases survival of single human iPS cells; hiPSC single-cell survival, ATPlite luminescence; 100% = ROCK inhibitor wells, 0% = DMSO; survival enhancement, % at 20 µM; hit rate 0.044% among 360,000; in the data active = survival enhancement above about 18%;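 note: cells exposed to compounds for 16 hours before the ATP read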
CaV13 ICDI inh: Disruptors of the CACNA1D IQ motif to Ca2+-dependent inactivation inhibitor domain association, primary screening, Förster resonance energy transfer in intact living …; HEK cells, CFP/YFP FRET ICDI-IQ, plate reader, 10 min; percent FRET-ratio fall versus neutral wells; inhibition, % at 12.3 µM; hit rate 0.098% among 340,000;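 active = mean replicate inhibition of at least 30% and at least 1% of replicates passing that level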;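 note: 0% = median of the neutral control wells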
PDI turbidity: blocks human protein disulfide isomerase activity. PDI insulin aggregation turbidity, A650, 90 min. inhibition, % at 10 µM. hit rate 0.052% among 350,000;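 active = mean inhibition across replicates of 30% or more, whatever share of single replicates reach that level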;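 note: absorbance from insulin aggregation driven by PDI reduction with DTT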
Numbers without * were called inactive; · = not tested or not shown.

SMILES	HIF-2a inh	NR2E3 ag-1	Peg3 promoter	NR2E3 ag-2	HTR2A ag	H9c2 protect	Shn3 inh set2	TRPM1 prom inh	iPSC survival up	CaV13 ICDI inh	PDI turbidity
CC(=O)Nc1nc(-c2ccccc2)nc(C)c1C(C)=O	-11	-3	-3	8	1	7	8	7	-0.9	·	-2
COc1ccc(-c2coc3cc4oc(=O)c5ccccc5c4cc23)cc1F	5	-2	2	-45	-1	-4	-2	33	-2.1	-2	-12
COC(=O)C(NC(C)=O)(Nc1ccc(Br)cc1)C(=O)OC	17	2	28	-11	3	5	-3	11	1.9	-8	0
O=S(=O)(Nc1cccc(CO)c1)c1cccs1	14	-4	18	-27	0	0	-9	·	-0.6	2	5
O=C(NCc1ccc(Cl)cc1)C(=O)NCC(c1ccco1)N1CCOCC1 (stereo not drawn)	9	1	8	9	-4	3	-34	12	0.9	-8	-3
CC(=O)NNC(=O)c1csc(-c2csc(C)n2)n1	10	1	4	-3	-4	7	3	-2	-0.4	-20	1
CC(C)C1C(=O)N(Cc2cn(CCC3OCCO3)nn2)CCS(=O)(=O)N1Cc1ccc(-c2ccc(F)nc2)cc1 (stereo not drawn)	-23	·	5	-27	8	6	20	·	1.0	-2	1
O=C1c2cc(O)cc(O)c2C(=O)c2c1cc(O)c([C@@H](CO)CCO)c2O	-37	-2	-44	-19	-6	-1	-36	·	-0.8	·	·
CC(=O)c1cccc(NC(=S)NC2CCCCCCC2)c1	-61	·	-12	-14	-4	4	25	9	-0.3	-7	8
O=C(CN(CC1CCCO1)C(=O)c1nsc(Cl)c1Cl)NC1CCCC1 (stereo not drawn)	6	4	8	4	1	3	15	2	1.1	2	-9
Cc1noc(C(=O)NC2CCCCC2)c1Cl	-6	1	7	-6	1	1	7	1	-0.7	3	-1
O=C(CS(=O)(=O)c1ccccc1)Nc1ccccc1Br	-114	·	-55	-23	3	2	-14	-22	-0.8	-1	18
COc1ccc(C(=O)NCC(=O)Nc2cccc(S(=O)(=O)NCc3ccco3)c2)cc1OC	15	2	7	-14	-1	6	3	5	0.6	-4	-8
O=C(N/N=C/c1cccnc1)c1cc2ccccc2cc1O	-156	4	-78	-22	-4	-7	-35	-23	-0.5	-7	1
O=C(NCC1COc2ccccc2O1)c1cn(Cc2ccc(F)cc2)nn1 (stereo not drawn)	22	4	13	-4	1	-15	-4	9	-0.5	-5	-2
CCCOC(=O)C[N+](C)(C)CCOC1CC2CCC1(C)C2(C)C (stereo not drawn)	21	1	3	9	-4	-10	34	-6	-0.4	-7	10
COc1ccc(/C=N/NC(=O)c2cccnc2)cc1COc1ccc([N+](=O)[O-])c(C)c1	-25	0	14	-20	-2	23	8	8	-0.6	-20	-4
Cn1c(SCc2ccc(Cl)cc2)nc(C(F)(F)F)cc1=O	11	5	11	12	-2	-13	18	-10	-0.7	-6	1
CCCCn1c(-c2ccco2)nc2ccccc2c1=O	2	-1	6	-26	4	4	9	-1	3.1	·	0
COc1ccc2[nH]c3c(=O)n(Cc4ccncc4)cnc3c2c1	6	2	8	-12	3	3	-10	3	-0.7	-3	-1

Compound profiles, as listed above:
Listed for O=C(N/N=C/c1cccnc1)c1cc2ccccc2cc1O : HIF-2a inh: -156; NR2E3 ag-1: 4; Peg3 promoter: -78; NR2E3 ag-2: -22; HTR2A ag: -4; H9c2 protect: -7; Shn3 inh set2: -35; TRPM1 prom inh: -23; iPSC survival up: -0.5; CaV13 ICDI inh: -7; PDI turbidity: 1
Listed for O=C(CN(CC1CCCO1)C(=O)c1nsc(Cl)c1Cl)NC1CCCC1 (stereo not drawn) : HIF-2a inh: 6; NR2E3 ag-1: 4; Peg3 promoter: 8; NR2E3 ag-2: 4; HTR2A ag: 1; H9c2 protect: 3; Shn3 inh set2: 15; TRPM1 prom inh: 2; iPSC survival up: 1.1; CaV13 ICDI inh: 2; PDI turbidity: -9

(listing goes on)
SMILES	HIF-2a inh	NR2E3 ag-1	Peg3 promoter	NR2E3 ag-2	HTR2A ag	H9c2 protect	Shn3 inh set2	TRPM1 prom inh	iPSC survival up	CaV13 ICDI inh	PDI turbidity
COc1ccccc1N1CCN(C2CCCN(S(=O)(=O)c3cccc(Cl)c3)C2)CC1 (stereo not drawn)	16	-1	11	14	-15	-10	-12	23	-0.6	-8	-2
Cc1c(Cl)ccc2c(C(N)=O)cc(-c3ccccn3)nc12	18	-7	27	2	2	-22	3	-8	0.3	1	-2
COc1ccc(C(=O)O)cc1S(=O)(=O)Nc1cc(Cl)ccc1N1CCOCC1	2	-1	2	-35	-5	17	-4	·	0.0	-16	5
N#Cc1ccccc1S(=O)(=O)N1CCN(CC(=O)Nc2ccccc2C(=O)NC2CC2)CC1	2	-2	2	-12	7	26	0	-13	-0.4	-6	-6
O=C(Nc1ccc(S(=O)(=O)NC2=NCCCCC2)cc1)c1ccc2ccccc2n1	-118	-2	-93	-24	-1	-10	33	1	0.3	0	10
Cn1c(=O)c2c(nc(SCCN3CCCCC3)n2Cc2ccccc2)n(C)c1=O	10	0	-1	-2	-4	4	25	-10	0.3	-3	6
O=C(CSc1nnc(Cc2cccs2)n1Cc1ccco1)Nc1ccc(Br)cc1	27	3	9	8	0	-9	6	-3	-2.3	·	-7
CCOc1ccc(Cc2nnc(SCC(=O)Nc3ccc(C(C)=O)cc3)[nH]c2=O)cc1	3	1	31	-7	-1	0	2	-11	-0.1	-7	-8
C=C(C)Cn1c(C)cc(C)c(S(=O)(=O)c2cccc(C)c2)c1=O	22	2	25	-5	3	-13	2	-15	-1.0	-19	-5
COC(=O)C1CCN(C(=O)COC(=O)c2cc(S(=O)(=O)N3CCOCC3)ccc2C)CC1	4	·	8	11	8	0	-14	-3	0.1	-6	-6
NS(=O)(=O)c1ccc(NC(=O)CSc2n[nH]c(=O)n2C2CC2)cc1	5	0	3	6	-2	2	9	-1	0.8	-5	-2
Cc1cc(C)cc(OCCCCn2cncn2)c1	20	3	14	-23	2	5	-5	3	0.1	-22	2
CCCN1c2cccc3cccc(c23)S1(=O)=O	1	3	-2	-11	-2	2	1	5	1.8	-1	1
O=C(NN1CCCCC1)NN1CCCCC1	5	·	2	1	-3	0	-8	·	0.0	-11	·
COc1ccc(OCC(=O)NCCNC(=O)c2ccccn2)cc1	9	2	-2	-9	5	6	1	3	1.3	-3	-1
Cc1cccc(-n2[nH]c(C)c(C=Nc3ccc4[nH]c(=O)[nH]c4c3)c2=O)c1	5	1	-7	-33	-1	56*	-14	15	-0.6	-2	6
O=C(/C=C/c1ccc([N+](=O)[O-])cc1)NCc1ccccn1	11	-2	18	11	5	4	-20	6	0.5	-14	14
Cc1ccc(S(=O)(=O)NC(=O)c2cccn2C)cc1	11	0	7	12	10	0	12	12	-1.8	-4	-7
COc1cc(CCC(=O)Nc2ccc(Cl)c(C(F)(F)F)c2)cc(OC)c1OC	17	1	41	-28	-1	-6	22	4	-0.7	-3	2
CN(C)S(=O)(=O)c1cc(NC(=O)COC(=O)CCc2ccccc2)ccc1Cl	20	-3	-2	-1	1	-2	-5	8	2.1	-3	0
Cc1ccc(-c2cc(C(F)(F)F)n3nc(C(=O)Nc4ccon4)cc3n2)cc1C	18	2	30	4	0	-14	9	0	-0.8	-5	1
O=C(Nc1ccc(Cl)cc1)OCc1cc(-c2ccccc2)on1	-114	2	-129	-31	1	-7	-29	-11	-3.8	-5	1
O=C1c2ccc(Oc3ccc([N+](=O)[O-])cc3)cc2C(=O)N1c1ccncc1	8	-1	8	5	1	-4	20	17	1.4	-11	8
CCOc1ccc2nc(SCc3ccc(OC)cc3)sc2c1	-216	2	-147	-23	5	-10	-14	-21	1.9	-4	-1
Cc1ccc(-c2nc3cc(NS(=O)(=O)c4ccc(C)cc4)ccc3o2)cc1	-83	3	-37	12	-6	-22	-28	-19	-2.6	-5	12
CC(=O)Nc1ccc(NS(=O)(=O)c2ccccc2)cc1	9	-1	-1	-3	-5	4	10	-2	0.6	-14	8
COc1ccc(NC(=O)Nc2cccc3c2O[C@H](CN(C)C(=O)NC2CCCCC2)[C@@H](C)CN([C@H](C)CO)C3=O)cc1	-8	·	-9	0	9	7	0	-7	-0.9	-10	0
CCOC(=O)Nc1ccc2c(CN3CCC(C(=O)OC)CC3)cc(=O)oc2c1	-2	-1	6	-9	3	2	-14	5	0.7	-5	-2
CCOC(=O)NC(=O)CSc1nnc(C)s1	0	-2	-206	-21	6	8	12	10	3.4	·	-2
COCC(=O)NC1CCN(S(=O)(=O)c2cccc(C(C)=O)c2)CC1	-3	5	-4	25	0	-1	7	15	-0.8	-10	8
COc1ccc(-c2cc3nc(C)c(C)c(N4CCN(C(=O)c5ccoc5)CC4)n3n2)cc1	0	·	4	-9	-1	18	0	·	1.9	-4	22
Nc1c(-c2ccc(Cl)cc2)cnn1C1CCS(=O)(=O)C1 (stereo not drawn)	-9	-2	11	-23	-8	5	-2	11	0.3	-6	-2
Cc1cccc(NC(=O)c2ccc(N3C(=O)C4CCCCC4C3=O)cc2)c1C (stereo not drawn)	7	·	-3	-11	-2	12	6	7	1.5	-3	-10
CC(C)(CC(=O)O)CC(=O)N1CCCN(c2nccc(C(F)(F)F)n2)CC1	-1	5	6	9	11	0	-4	4	-0.3	-6	2
Cc1ccc(OCC(=O)N/N=C/C=C/c2ccco2)cc1	0	5	2	10	-4	-5	-5	-8	-0.9	·	14
COc1ccc(S(=O)(=O)NCC(=O)Nc2cccc(C)c2C)cc1OC	13	-1	9	-15	3	6	-7	8	-0.2	-5	-1
O=C(Cn1nc(C(=O)O)c2ccccc2c1=O)Nc1cc(S(=O)(=O)N2CCCCC2)ccc1Cl	12	·	10	8	-1	38	-10	-1	2.7	-5	-13
NC(=O)C1Cc2ccccc2CN1S(=O)(=O)c1cccs1 (stereo not drawn)	13	5	9	12	-1	6	-3	-7	6.3	-4	2
N#Cc1c(N)oc(-c2ccccc2)c1-c1ccccc1	4	1	0	-15	1	-3	12	11	2.2	-3	9
Nc1nnc(CCS(=O)(=O)c2ccc(Br)cc2)s1	10	-2	4	3	3	-5	1	7	0.5	0	-7
Cc1c(NC(=O)c2c(O)c3ccccc3n(C)c2=O)c(=O)n(-c2ccccc2)n1C	17	2	2	9	2	-1	14	0	0.9	-2	-5
c1ccc2c(c1)nc(N1CCCCCC1)c1nncn12	2	·	7	-12	1	9	6	·	2.2	-12	-12
Cc1oc(-c2ccccc2)cc1C(=O)Nc1ccc2ccccc2c1	-83	-3	-15	-42	1	-6	-12	-13	2.6	·	7
CCOc1ccc(NC(=O)NNC(=O)c2cc3ccccc3cc2O)cc1	11	0	1	-21	3	12	-8	6	-0.4	-4	16
O=C(Nc1ccnn1C1CCN(C(=O)c2cccc(Cl)c2)CC1)C1CC1	-48	3	-41	0	10	1	-10	-4	-0.1	-4	-1
O=C1CCCN1c1ccc(S(=O)(=O)NCCOc2ccccc2)cc1	9	-2	25	57	0	-26	3	16	-0.3	-6	-13
Cc1cc(OCC(=O)NNC(=O)c2cccc(F)c2)ccc1Cl	10	1	1	3	-2	-8	-18	-4	-0.2	-5	6
